PTAP-TSG101 blk – inhibitors of HIV-1 PTAP binding to human TSG101, validation. 44,000 tested, under 10 active. Potency, µM (titrated, usually from 115 µM), without a hit: top-dose activity change, negative = inhibition, hits mostly inhibitors. Q99816. Fluorescence polarization, FITC-PTAP peptide/Tsg101, 20 min. AID 1347069; note: potency is the fitted concentration of half-maximal effect; 0% is about no effect
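Steps: Tsg101 binding domain (10 uM final) in HEPES pH 7.5/NaCl/Tween 20/EDTA/TCEP; add compound; add FITC-PTAP peptide (50 nM final); incubate 20 min r.t.; read polarization.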
p53null 32C kill – p53 null cell cytotoxicity, permissive temperature; H1299-neo p53 null cells, ATP luminescence, 24 h, 32C; Potency, µM (doses to about 46.1 µM), for inactives: top-dose activity change, negative = cytotoxicity, hits mostly cytotoxic; actives 0.62% (n = 55,000); AID 903;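 note: potency is the fitted concentration of half-maximal effect; 0% = DMSO only and -100% = full killing by 100 µM tamoxifen; nearly all actives have a fitted effect of over 55% in size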
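Cells lacking p53 (H1299-neo) are plated at 600 per well and allowed to settle overnight at 37C. Test compounds (up to 46 uM) are added and held 24 hours at 32C, then ATP is quantified by luminescence.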
GALK inhibitor – inhibits human galactokinase. 44,000 tested, under 10 active. Potency, µM (series often up to 57.5 µM), for the others: top-dose activity, negative = inhibition, hits mostly inhibitors. recombinant GALK, Kinase-Glo ATP luminescence, 1 h. AID 1347072;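 note: plate controls were full GALK reaction for no effect and reaction lacking GALK for full effect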
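Reactions with and without enzyme served as controls. GALK at 5 nM phosphorylates 100 uM galactose using 35 uM ATP (HEPES pH 8.0, Mg2+) for 1 h at RT, with luminescence read 10 min after adding Kinase-Glo Plus.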
p53null 39C kill – kills p53 null cells at the nonpermissive temperature; H1299 p53-null (neo) cells, 39C, ATPlite viability, 24 h; Potency, µM (titrated, usually from 46.1 µM), for inactives: at the top dose activity, negative = cell killing, most hits filed as cytotoxic; actives 0.97% (n = 55,000); AID 904;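 note: potency is the fitted concentration of half-maximal effect; 0% = DMSO only and -100% = full killing by 100 µM tamoxifen; nearly all actives have a fitted effect of over 50% in size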
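Following overnight plating at 37C (600 cells/well), H1299-neo or H1299-p53A138V cells are dosed up to 46 uM. Incubation lasts 24 hr at 39C before ATP detection.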
B2AR arrestin ag – ADRB2 beta-arrestin recruitment | P07550 | HTLA Tango cells, beta-arrestin recruitment, luciferase luminescence, 18 h | Potency, µM (titrated, usually from 46.1 µM), for the others: at the top dose activation, hits mostly activators | 44,000 tested, under 10 active | AID 1347077;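 note: potency is the fitted concentration of half-maximal effect; 0% = DMSO and full agonism = EC100 isoproterenol or metaproterenol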
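Luminescence read-out: arrestin recruitment to recombinant beta2-AR releases tTA, inducing luciferase. Cells exposed 18 hr at 37 degrees C to up to 46 microM compound; %Activity from corrected signal, concentration-response curves classified by r2, magnitude and efficacy.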
FH mod – Identification of activators of human fumarate hydratase by quantitative high-throughput screening; Fumarate hydratase, mitochondrial (Homo sapiens), P07954; FH coupled MDH/diaphorase resazurin fluorescence, 15 min; Potency, µM (highest dose often 79.9 µM), inactives show top-dose activity change, negative = inhibition, usual class: inhibitors; actives 0.22% (n = 54,000); AID 1347055, 2019; note: potency is the fitted concentration of half-maximal effect; % is set by controls: 0 for no effect and ±100 for the full control effect; the screen sought activators but most active calls are inhibition curves; nearly all actives have a fitted effect of over 45% in size
Target sequence (P07954 whole entry, looked up): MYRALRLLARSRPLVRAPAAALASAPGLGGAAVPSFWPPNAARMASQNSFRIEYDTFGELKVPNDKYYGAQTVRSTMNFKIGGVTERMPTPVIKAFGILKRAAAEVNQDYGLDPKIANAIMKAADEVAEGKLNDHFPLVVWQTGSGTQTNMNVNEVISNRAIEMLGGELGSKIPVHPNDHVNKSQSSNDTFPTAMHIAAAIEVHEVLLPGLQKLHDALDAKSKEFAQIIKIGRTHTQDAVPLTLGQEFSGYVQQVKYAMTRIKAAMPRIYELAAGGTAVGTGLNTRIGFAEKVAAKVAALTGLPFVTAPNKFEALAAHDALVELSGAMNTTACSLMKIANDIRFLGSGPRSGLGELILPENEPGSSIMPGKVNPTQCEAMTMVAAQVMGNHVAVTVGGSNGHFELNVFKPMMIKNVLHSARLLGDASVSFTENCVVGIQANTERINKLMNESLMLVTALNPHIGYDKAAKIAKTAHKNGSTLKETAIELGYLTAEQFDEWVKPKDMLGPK
NTMT1 inh – blocks human N-terminal methyltransferase 1 activity. Potency, µM (top dose mostly 114 µM), inactives show at the top dose activity change, negative = inhibition, hits mostly inhibitors. actives 2.5% (n = 59,000). NTMT1 MTase-Glo SAH luminescence, purified enzyme. AID 1645870;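 note: potency is the fitted concentration of half-maximal effect; plate controls were DMSO vehicle for no effect and no enzyme for full effect; nearly all actives have a fitted effect of over 65% in size; many of its hits are not listed in these tables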
Target sequence (Q9BV86 whole entry, looked up): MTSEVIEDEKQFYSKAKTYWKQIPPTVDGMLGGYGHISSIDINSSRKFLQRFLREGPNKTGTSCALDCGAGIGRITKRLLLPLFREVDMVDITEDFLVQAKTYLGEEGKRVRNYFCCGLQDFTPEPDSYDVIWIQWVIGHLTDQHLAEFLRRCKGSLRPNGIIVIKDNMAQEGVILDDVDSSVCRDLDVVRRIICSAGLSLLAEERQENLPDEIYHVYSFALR
Starred values were filed as active, the others as inactive; [ ] = remark or other dose. Calls come from the whole dose curve; as a rule, active = well fitted curve in the direction sought with a large enough effect; inconclusive = small, poorly fitted or top-dose-only effect, or another doubt; inactive = no such curve, though single readings can be large; an effect the other way counts as inactive or inconclusive.

Screening CCN(C(=O)c1cc(S(=O)(=O)N2CCOCC2)cn1C)c1ccc(OC)cc1 returned PTAP-TSG101 blk -1%, p53null 32C kill 1%, GALK inhibitor 1%, p53null 39C kill -16%, B2AR arrestin ag 0%, FH mod 0% and NTMT1 inh -17%.
`Cc1nc(-c2ccc(S(=O)(=O)Nc3cc(Cl)ccc3C)cc2)co1` gave PTAP-TSG101 blk -7%, p53null 32C kill 13%, GALK inhibitor -9%, p53null 39C kill 30%, B2AR arrestin ag 0%, FH mod -14% and NTMT1 inh -6%.
COc1cccc(CNC(=O)Cn2c(SCC(=O)Nc3ccc(F)cc3)nc3ccccc32)c1 was read as PTAP-TSG101 blk 0%, p53null 32C kill inconclusive, GALK inhibitor 3%, p53null 39C kill inconclusive, B2AR arrestin ag 0%, FH mod -14% and NTMT1 inh inconclusive.
Screening CCCN1C(=O)C2(c3ccccc31)c1c(oc3ccccc3c1=O)C(=O)N2CCCOC(C)C (stereo unspecified) returned PTAP-TSG101 blk -6%, p53null 32C kill 4%, GALK inhibitor 2%, p53null 39C kill 8%, B2AR arrestin ag -1%, FH mod 0% and NTMT1 inh -2%.
Screening CCS(=O)(=O)c1cccc(C(=O)N2CCN(c3nc4c(C)ccc(Cl)c4s3)CC2)c1 returned PTAP-TSG101 blk -6%, p53null 32C kill 35%[activator], GALK inhibitor -4%, p53null 39C kill inconclusive, B2AR arrestin ag -3%, FH mod -26% and NTMT1 inh 4%.
Screening O=C(CSc1cn(CCNC(=O)c2cccc(C(F)(F)F)c2)c2ccccc12)Nc1ccc2c(c1)OCCO2 returned PTAP-TSG101 blk -11%, GALK inhibitor 7%, B2AR arrestin ag 0%, FH mod -23% and NTMT1 inh -3%.
`CC(C)(C)CC(=O)NCC(c1ccc2c(c1)OCO2)N1CCOCC1` (stereo unspecified) gave PTAP-TSG101 blk 0%, p53null 32C kill 0%, GALK inhibitor -7%, p53null 39C kill 12%, B2AR arrestin ag 0%, FH mod -7% and NTMT1 inh -8%.
CCOc1cc(/C=C(\C#N)C(=O)Nc2ccc(OC)cc2)ccc1OCc1cc(=O)n2nc(CC)sc2n1 was read as PTAP-TSG101 blk 0%, p53null 32C kill inconclusive, GALK inhibitor 6%, p53null 39C kill -4%, B2AR arrestin ag -2%, FH mod -15% and NTMT1 inh 0%.
CCc1ccc(NC(=O)CN2C(=O)C3CCCN3c3ccc(S(=O)(=O)N(CC)CC)cc32)cc1 (stereo unspecified) was read as PTAP-TSG101 blk 2%, p53null 32C kill -3%, GALK inhibitor -1%, p53null 39C kill -8%, B2AR arrestin ag 2%, FH mod -11% and NTMT1 inh -5%.
For CCOC(=O)c1ccc(NC(=O)C(Cc2ccccc2)N2Cc3ccccc3C2=O)cc1 (stereo unspecified) the results were PTAP-TSG101 blk 2%, p53null 32C kill 0%, GALK inhibitor 1%, p53null 39C kill 1%, B2AR arrestin ag -1%, FH mod -22% and NTMT1 inh 2%.
`COc1ccc(CCN2C(=O)N(c3cccc(OC)c3)C(=O)C2CC(=O)Nc2ccccc2)cc1` (stereo unspecified) gave PTAP-TSG101 blk -1%, p53null 32C kill 21%, GALK inhibitor 5%, p53null 39C kill 5%, B2AR arrestin ag 0%, FH mod -34% and NTMT1 inh 6%.
`CCOc1cc(-c2nnc(SCC(=O)NC3CCCC3)nc2-c2ccc(OC)c(OCC)c2)ccc1OC` gave PTAP-TSG101 blk -10%, p53null 32C kill -1%, GALK inhibitor 0%, p53null 39C kill 11%, B2AR arrestin ag -3%, FH mod -4% and NTMT1 inh 8%.
Cc1ccc(NC(=O)Cn2cnc3c2c(=O)n(C)c(=O)n3C)cc1C was read as PTAP-TSG101 blk -6%, p53null 32C kill 7%, GALK inhibitor 1%, p53null 39C kill -6%, B2AR arrestin ag -1%, FH mod -7% and NTMT1 inh 9%.
`Cc1ccc(Cl)cc1N1CCN(C(=O)c2ccc3c(c2)N(Cc2ccccc2)CCS3)CC1` gave PTAP-TSG101 blk -2%, p53null 32C kill inconclusive, GALK inhibitor 6%, p53null 39C kill 0%, B2AR arrestin ag 0%, FH mod -14% and NTMT1 inh 4%.
`Cc1ccc(Cn2c(C(=O)O)c(CNCCc3cccs3)c3ccc(C)cc32)cc1` gave PTAP-TSG101 blk 2%, p53null 32C kill 3%, GALK inhibitor 0%, p53null 39C kill -7%, B2AR arrestin ag 3%, FH mod -14% and NTMT1 inh 11%.

Two entries picked at random from those above:
CCOc1cc(/C=C(\C#N)C(=O)Nc2ccc(OC)cc2)ccc1OCc1cc(=O)n2nc(CC)sc2n1 was read as PTAP-TSG101 blk 0%, p53null 32C kill inconclusive, GALK inhibitor 6%, p53null 39C kill -4%, B2AR arrestin ag -2%, FH mod -15% and NTMT1 inh 0%.
Cc1ccc(NC(=O)Cn2cnc3c2c(=O)n(C)c(=O)n3C)cc1C was read as PTAP-TSG101 blk -6%, p53null 32C kill 7%, GALK inhibitor 1%, p53null 39C kill -6%, B2AR arrestin ag -1%, FH mod -7% and NTMT1 inh 9%.

The results go on.
Screening CC(C)OCCCNC(=O)Cc1ccc(NC(=O)N2CCCCc3ccccc32)cc1 returned PTAP-TSG101 blk -1%, p53null 32C kill -2%, GALK inhibitor 4%, p53null 39C kill -20%, B2AR arrestin ag -1%, FH mod 4% and NTMT1 inh -7%.
Cc1ccc2c(=O)cc(C(=O)N(Cc3ccc(C(C)(C)C)cc3)C3CCS(=O)(=O)C3)oc2c1 (stereo unspecified) was read as PTAP-TSG101 blk -1%, p53null 32C kill 13%, GALK inhibitor -6%, p53null 39C kill 25%, B2AR arrestin ag 0%, FH mod -17% and NTMT1 inh -4%.
`COc1ccc(NC(=O)c2oc3ccccc3c2NC(=O)c2cc3ccccc3o2)c(OC)c1` gave PTAP-TSG101 blk -1%, p53null 32C kill -8%, GALK inhibitor -2%, p53null 39C kill 3%, B2AR arrestin ag -2%, FH mod 0% and NTMT1 inh -1%.
`CCOC(=O)c1ccc(CN(Cc2ccc(F)cc2)S(=O)(=O)c2ccc(F)c(C(=O)Nc3cc(Cl)ccc3OC)c2)cc1` gave PTAP-TSG101 blk 0%, p53null 32C kill -9%, GALK inhibitor 3%, p53null 39C kill 13%, B2AR arrestin ag -1%, FH mod 7% and NTMT1 inh 6%.
For Cc1ccc(S(=O)(=O)NCCc2csc(-c3cccc(F)c3)n2)cc1 the results were PTAP-TSG101 blk 1%, p53null 32C kill 20%, GALK inhibitor -2%, p53null 39C kill inconclusive, B2AR arrestin ag 0%, FH mod inconclusive and NTMT1 inh -1%.
Screening Cc1ccc(-n2c(=O)c3c(C)c(C)sc3n(Cc3ccc(F)cc3Cl)c2=O)cc1C returned PTAP-TSG101 blk -1%, p53null 32C kill 5%, GALK inhibitor -7%, p53null 39C kill -6%, B2AR arrestin ag -1%, FH mod 3% and NTMT1 inh -10%.
For Cc1ccc(C(=O)c2cn(Cc3cccc(F)c3)c3nc(C)ccc3c2=O)cc1 the results were PTAP-TSG101 blk 14%, p53null 32C kill 17%, GALK inhibitor 5%, p53null 39C kill -13%, B2AR arrestin ag 1%, FH mod -26% and NTMT1 inh -2%.
For O=C(O)CCc1ccc(-c2ccccc2)n1-c1cccc(Br)c1 the results were PTAP-TSG101 blk -6%, p53null 32C kill 3%, GALK inhibitor 0%, p53null 39C kill -3% and B2AR arrestin ag 0%.
For O=C(Nc1ccc(Cl)cc1)c1cc2nc(-c3ccc4c(c3)OCO4)cc(C(F)(F)F)n2n1 the results were PTAP-TSG101 blk 1%, GALK inhibitor 8%, B2AR arrestin ag 0%, FH mod -2% and NTMT1 inh 26%.
For Cc1ccc2oc(=O)c3cc(C(=O)Nc4ccc(C)c(F)c4)sc3c2c1 the results were PTAP-TSG101 blk -1%, p53null 32C kill 0%, GALK inhibitor 8%, p53null 39C kill -25%, B2AR arrestin ag -2%, FH mod 6% and NTMT1 inh 8%.
`CCOc1ccc(S(=O)(=O)NCCc2sc3nc(-c4ccc(F)cc4)nn3c2C)cc1` gave PTAP-TSG101 blk -4%, p53null 32C kill 12%, GALK inhibitor -1%, p53null 39C kill 6%, B2AR arrestin ag -3%, FH mod inconclusive and NTMT1 inh 2%.
COc1ccc(CCNC(=O)c2csc3c2CCCCC3)c(OC)c1 was read as PTAP-TSG101 blk -7%, p53null 32C kill -21%, GALK inhibitor 1%, p53null 39C kill -19%, B2AR arrestin ag 1%, FH mod 4% and NTMT1 inh inconclusive.
Screening COc1ccc(COC(=O)c2[nH]c3c(c2C)C(=O)CC(c2ccc(OC)c(OC)c2)C3)cc1 (stereo unspecified) returned PTAP-TSG101 blk 4%, p53null 32C kill 3%, GALK inhibitor -9%, p53null 39C kill -10%, B2AR arrestin ag -2%, FH mod -7% and NTMT1 inh 1%.
For CCSc1ncc(Cl)c(C(=O)Nc2ccc(S(=O)(=O)N(C)c3ccccc3)cc2)n1 the results were PTAP-TSG101 blk 3%, p53null 32C kill 0%, GALK inhibitor 8%, p53null 39C kill 8%, B2AR arrestin ag -1%, FH mod -12% and NTMT1 inh -3%.
Cc1cccc(NC(=O)Cn2c(=O)n(CCCCCC(=O)NCc3ccc4c(c3)OCO4)c(=O)c3sccc32)c1 was read as PTAP-TSG101 blk 0%, p53null 32C kill 7%, GALK inhibitor 3%, p53null 39C kill 3%, B2AR arrestin ag 0%, FH mod 1% and NTMT1 inh -16%.
`Cc1cccc(-c2noc(CN(C(=O)c3ccc(C)c(C)c3)C(C)C)n2)c1` gave PTAP-TSG101 blk 1%, p53null 32C kill -8%, GALK inhibitor -2%, p53null 39C kill inconclusive, B2AR arrestin ag 1%, FH mod -16% and NTMT1 inh -4%.
Screening COc1ccccc1-c1noc(CCCC(=O)Nc2cc(C)ccc2C)n1 returned PTAP-TSG101 blk 4%, p53null 32C kill -1%, GALK inhibitor 0%, p53null 39C kill -3%, B2AR arrestin ag 0%, FH mod -16% and NTMT1 inh 6%.
Screening CC(NC(=O)CCc1cn(Cc2ccccc2Cl)c2ccccc12)c1ccccc1 (stereo unspecified) returned PTAP-TSG101 blk 0%, p53null 32C kill 8%, GALK inhibitor 2%, p53null 39C kill -14%, B2AR arrestin ag 1%, FH mod -24% and NTMT1 inh 10%.
For COc1cccc(Cn2c(=O)n(CC3CCC(C(=O)N4CCCCC4)CC3)c(=O)c3sccc32)c1 (stereo unspecified) the results were PTAP-TSG101 blk -5%, p53null 32C kill 58%[activator], GALK inhibitor -3%, p53null 39C kill 44%[activator], B2AR arrestin ag 1%, FH mod -26% and NTMT1 inh 7%.
For COc1ccc(C2C=C(c3cccc(OC)c3)Nc3c(C(=O)Nc4ccccc4)cnn32)cc1 (stereo unspecified) the results were PTAP-TSG101 blk 1%, p53null 32C kill 3%, GALK inhibitor 0%, p53null 39C kill -2%, B2AR arrestin ag 0%, FH mod inconclusive and NTMT1 inh -13%.

An excerpt, so the mix of outcomes need not match the whole.
